Compound activity: PubChem, Fisher Drug Discovery Resource Center
NPYLR7 ag – agonists of mosquito NPYLR7 receptor, primary screen, cell-based, Aedes aegypti, calcium fluorescence, mosquito biting behavior; activation, % at 10 µM; Aedes aegypti neuropeptide Y-like receptor 7 (NPYLR7); HEK293T NPYLR7/Galpha15, GCaMP6s calcium fluorescence; 270,000 tested, 0.15% active; in the data active = activation above about 40%;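 note: 0% = vehicle and 100% = reference agonist at the receptor; some compounds past the cut are filed as inactive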
mcGAS lum – cyclic GMP-AMP synthase inhibitors, mouse, primary biochemical chemiluminescence | Q8C6L5 | recombinant cGAS, Kinase-Glo ATP depletion luminescence | inhibition, % at 12.5 µM | 160,000 tested, 0.15% active;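 note: 0% = negative control wells and 100% = reference inhibitor with no enzyme activity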
hcGAS lum – Primary biochemical luminescence assay for human cyclic GMP-AMP synthase inhibitors; Q8N884; inhibition, % at 12.5 µM; 290,000 tested, 0.081% active; AID 1259398, 2018; recombinant h-cGAS, ATP depletion, Kinase-Glo luminescence;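 note: 0% = vehicle reaction and 100% = reaction without DNA for no activity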
Target sequence (Q8N884 whole entry, looked up): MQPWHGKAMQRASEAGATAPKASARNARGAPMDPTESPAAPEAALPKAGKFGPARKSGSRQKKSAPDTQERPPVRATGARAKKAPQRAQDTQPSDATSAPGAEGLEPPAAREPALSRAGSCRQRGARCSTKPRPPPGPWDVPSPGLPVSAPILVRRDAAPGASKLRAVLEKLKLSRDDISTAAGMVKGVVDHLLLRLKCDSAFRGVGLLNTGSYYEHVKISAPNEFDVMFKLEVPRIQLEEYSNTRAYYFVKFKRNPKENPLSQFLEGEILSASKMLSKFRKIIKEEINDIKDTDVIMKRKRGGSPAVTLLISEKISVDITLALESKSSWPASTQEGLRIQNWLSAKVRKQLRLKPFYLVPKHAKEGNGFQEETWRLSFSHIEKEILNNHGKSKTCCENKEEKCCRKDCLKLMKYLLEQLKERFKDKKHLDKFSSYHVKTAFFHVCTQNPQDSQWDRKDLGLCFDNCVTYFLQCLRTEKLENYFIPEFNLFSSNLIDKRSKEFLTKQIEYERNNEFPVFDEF
Active calls of the source: *; & = joins results of further samples. Cut-off read from the data, not from the text of the source, unless noted: active = inhibition above about 40%; inactive = the rest. The order is random; overall some 0.29% were active at least once.

`Cc1nn(C)c(Cl)c1S(=O)(=O)N1CCN(CC(OCc2c(F)cccc2F)c2ccc(Cl)cc2)CC1` (stereo not given) gave NPYLR7 ag -1, mcGAS lum -6 and hcGAS lum -5.
For Cc1ccc(S(=O)(=O)NC(C)C)cc1C(=O)OCC#N the results were NPYLR7 ag 3 and hcGAS lum -1.
O=C(NCc1ccco1)c1ccc(CSc2nnc(-c3ccco3)n2-c2ccc(F)cc2)cc1 was read as NPYLR7 ag 21, mcGAS lum -5 and hcGAS lum -13.
For COCC(=O)N1CCN(c2ccc(Cl)cc2C)C(=O)C1C (stereo not given) the results were NPYLR7 ag 5, mcGAS lum -4 and hcGAS lum -3.
`CCCOc1ccc(C2NC(=O)NC(C)=C2C(=O)OCCC(C)C)cc1` (stereo not given) gave NPYLR7 ag 4 and hcGAS lum -3.
Screening Cc1cccc(SC2CCN(Cc3nc(-c4ccc5c(c4)OCO5)no3)CC2)c1 returned NPYLR7 ag 21 and hcGAS lum -6.
Cc1nc(-n2cccc2)sc1C(=O)N1CCN(C(=O)OC(C)(C)C)CC1 was read as NPYLR7 ag -8, mcGAS lum 1 and hcGAS lum 3.
`Cc1ccccc1N1CCN(C2CCCN(C(=O)c3ccc4ccccc4c3)C2)CC1` (stereo not given) gave NPYLR7 ag 3, mcGAS lum -7 and hcGAS lum -4.
`O=C(O)C1(CCCc2ccccc2)CCCN(c2cnccn2)C1` (stereo not given) gave NPYLR7 ag -9 and hcGAS lum 0.
Screening O=C(/C=C/c1ccccc1)N1CCC(Cc2ccc(C(F)(F)F)cc2)CC1 returned NPYLR7 ag 0, mcGAS lum -9 and hcGAS lum -7.
For CC1(c2ccc3c(c2)OCO3)NC(=O)N(Cc2cc(=O)oc3cc4c(cc23)CCC4)C1=O (stereo not given) the results were NPYLR7 ag -6 and hcGAS lum -2.
COc1ccc(/C=C/C(=O)Nc2ccc(C34CC5CC(CC(O)(C5)C3)C4)cc2)cc1 was read as NPYLR7 ag 3 and hcGAS lum -8.
Cc1ccc(S(=O)(=O)C(CNC(=O)Oc2ccccc2)c2ccco2)cc1 (stereo not given) was read as NPYLR7 ag -2, mcGAS lum -8 and hcGAS lum -9.
Cc1cc(-c2nc3ncccc3o2)ccc1NC(=O)C1CC1 was read as NPYLR7 ag 2, mcGAS lum -4 and hcGAS lum -3.
For CC1(C)NC(=O)N(CCN(CC2CCCCC2)C2CC2)C1=O the results were NPYLR7 ag 0, mcGAS lum -17 and hcGAS lum -8.
Screening COc1ccc(C2C3CCC=C3C(C#N)C(=N)C2(C#N)C#N)c(OC)c1 (stereo not given) returned NPYLR7 ag 7, mcGAS lum 4 and hcGAS lum -5.
For CCCSc1nc2ccccc2n1CC(=O)O the results were NPYLR7 ag -1, mcGAS lum 4 and hcGAS lum 1.
For Cc1ccc(SC2CCN(C(=O)C3CCC(=O)N(CCN4CCOCC4)C3)CC2)cc1 (stereo not given) the results were NPYLR7 ag 20, mcGAS lum -13 and hcGAS lum -9.
`CC(CNC(=O)c1ccc(=O)n(C)c1)CN(C)C(=O)OC(C)(C)C` (stereo not given) gave NPYLR7 ag 4 and hcGAS lum -15.
`CCC1=NOC(CNC(=O)C2(Oc3ccc(Cl)cc3)CCNCC2)C1` (stereo not given) gave NPYLR7 ag 2, mcGAS lum -16 and hcGAS lum -5.
Screening CCN(C)c1ccc(CSc2nnc(CSC)o2)cc1 returned NPYLR7 ag 1 and hcGAS lum -2.
Screening CC1CCN(C(=O)C(C)Sc2nc3sccc3c(=O)[nH]2)CC1 (stereo not given) returned NPYLR7 ag -4, mcGAS lum -7 and hcGAS lum -3.
For CC(C)Cc1cc(C(=O)N2CC[C@@H](c3ccc(F)cc3)[C@H](O)C2)nc(N)n1 the results were NPYLR7 ag -2, mcGAS lum -13 and hcGAS lum -3.
Screening N#CC1C(=N)Oc2ccc3ccccc3c2C1c1ccccc1 (stereo not given) returned NPYLR7 ag -2 and hcGAS lum 3.
Screening O=C(N=C1N=C2C=CC(Br)=CN2Cc2ccccc21)c1ccccc1C(=O)c1ccccc1 returned NPYLR7 ag -4, mcGAS lum -10 and hcGAS lum -5.
CC(C)C(C)NC(=O)c1ccc2c(c1)S(=O)(=O)Nc1ncnn1-2 (stereo not given) was read as NPYLR7 ag -1 and hcGAS lum -6.
Screening COc1ccc(-n2nnc3c(N4CCN(C(=O)CC5CCCCC5)CC4)ncnc32)cc1 returned NPYLR7 ag 0, mcGAS lum -10 and hcGAS lum -3.
Screening CNC(=O)c1sc(N2CCN(c3ccccc3F)CC2)nc1C returned NPYLR7 ag 5 and hcGAS lum -10.
`N#Cc1cnc(NCCCS(=O)(=O)Cc2ccccc2)c(Cl)c1` gave NPYLR7 ag 11, mcGAS lum -13 and hcGAS lum -7.
For COc1ccc(CCOC(=O)C2CCCCN2C(=O)C(Cc2ccccc2)c2ccccc2)cc1OC (stereo not given) the results were NPYLR7 ag 1, mcGAS lum -5 and hcGAS lum -5.
For O=C1CC(C(=O)N2CCc3ccccc3C2c2ccccc2Cl)CN1Cc1ccccc1 (stereo not given) the results were NPYLR7 ag -6, mcGAS lum 1 and hcGAS lum -2.
O=C1Nc2ccccc2CC1CCC(=O)N(Cc1ccc2c(c1)OCO2)C1CCCC1 (stereo not given) was read as NPYLR7 ag 10 and hcGAS lum -6.
Screening O=C(CN1C(=O)NC2(CCSC2)C1=O)NCCc1cccs1 (stereo not given) returned NPYLR7 ag -1, mcGAS lum -2 and hcGAS lum 3.
`CSc1nnc(C)c(=O)n1COC(=O)c1ccc(S(=O)(=O)N2CCCC2)cc1` gave NPYLR7 ag 4, mcGAS lum -8 and hcGAS lum -5.
For Cc1cc(C)c2nc(N(CCCn3ccnc3)C(=O)/C=C/c3cccs3)sc2c1 the results were NPYLR7 ag -13, mcGAS lum -9 and hcGAS lum -6.
Screening CCn1c(C2CCN(C(=O)C3(C)CC(C)=NO3)CC2)n[nH]c1=O (stereo not given) returned mcGAS lum -6 and hcGAS lum -13.
For Cc1ccc(N(Cc2ccco2)C(=O)CN2C(=O)COc3ccccc32)cc1 the results were NPYLR7 ag -1 and hcGAS lum -5.
CC(C)C(C)(CNC(=O)c1cscn1)NC(=O)c1cscn1 (stereo not given) was read as NPYLR7 ag 0, mcGAS lum 5 and hcGAS lum 1.
Screening CC(OC(=O)c1ccc(N(C)C)cc1)C(=O)NCCc1ccc(F)cc1 (stereo not given) returned NPYLR7 ag 2 and hcGAS lum 2.
`C=CCNC(=O)Cn1cc(OC)c(=O)cc1CN1CCN(C(C)=O)CC1` gave NPYLR7 ag -2, mcGAS lum -5 and hcGAS lum 0.
Cc1noc(C)c1S(=O)(=O)N(Cc1ccco1)c1ccccc1F was read as NPYLR7 ag -5, mcGAS lum -3 and hcGAS lum 1.
For CC(C)S(=O)c1ccc(C(=O)Nc2cc(Cl)c(=O)n(C)c2)cc1 (stereo not given) the results were NPYLR7 ag 11, mcGAS lum -15 and hcGAS lum -4.
`O=C(N=C1N=C2C=CC(Br)=CN2Cc2ccccc21)C12CCC(CC1)C2` gave NPYLR7 ag -2, mcGAS lum -3 and hcGAS lum 0.
For CC(CCc1ccccc1)Nc1nc(-c2ccc(F)cc2F)nc2ccccc12 (stereo not given) the results were NPYLR7 ag 2, mcGAS lum -7 and hcGAS lum -7.
Screening Cc1nc(N2CCN(C)CC2)nc2c1C(=O)CC(/C=C/c1ccccc1)C2 (stereo not given) returned NPYLR7 ag 22 and hcGAS lum -3.
COc1ccc(C(=O)Nc2noc3ncccc23)cc1OC was read as NPYLR7 ag -3, mcGAS lum -7 and hcGAS lum -4.
C=CCCC(O)CN(CCCOC)Cc1cccn1C (stereo not given) was read as NPYLR7 ag -8, mcGAS lum 4 and hcGAS lum 2.
Screening COc1ccc(NC(=O)c2cc3cccc(OC)c3oc2=O)cc1 returned NPYLR7 ag -12, mcGAS lum -6 and hcGAS lum -3.
For Cc1nc2n(n1)C(=O)C(C(c1cccs1)N1CCCCC1)S2 (stereo not given) the results were NPYLR7 ag -9, mcGAS lum -9 and hcGAS lum -5.
COC(C)c1cccc(NC(=O)N2CCCC3CCCC32)c1 (stereo not given) was read as NPYLR7 ag 1, mcGAS lum -5 and hcGAS lum -10.
C(Cc1nc(C2CCOC2)no1)CN1CCOCC1 (stereo not given) was read as mcGAS lum -6 and hcGAS lum -11.
Screening Cc1nnc(SCC2=C(C(=O)O)N3C(=O)C(NC(=O)Cn4cnnn4)C3SC2)s1 (stereo not given) returned NPYLR7 ag 0&1, mcGAS lum -7 and hcGAS lum -6&-3.
Screening Cn1ccsc1=NC(=O)C1CCCN1C(=O)OC(C)(C)C (stereo not given) returned NPYLR7 ag -5 and hcGAS lum 2.
Screening CCCCS(=O)(=O)NC(=O)C1(C)CCN1C(=O)Cc1cc(C)cc(C)c1 (stereo not given) returned NPYLR7 ag 0 and hcGAS lum -9.
Screening CN(Cc1ccccc1)C1CCCN(C(=O)Cn2cnc3ccccc3c2=O)C1 (stereo not given) returned NPYLR7 ag 6&-1 and hcGAS lum -8&-9.
Cc1ccc(-c2[nH]ncc2CN(C)Cc2nc3ccc(F)cc3[nH]2)cc1C was read as NPYLR7 ag 10&-5 and hcGAS lum -1&-2.
CCC(Nc1nc(CCN)nc2ccccc12)c1cccs1 (stereo not given) was read as NPYLR7 ag -1, mcGAS lum -12 and hcGAS lum -6.
`CCCOc1ccc(Cl)cc1S(=O)(=O)NCc1cccnc1` gave NPYLR7 ag -8, mcGAS lum 0 and hcGAS lum 3.
Screening COc1ccc(C2=N/C(=C\c3coc4ccc(Cl)cc4c3=O)C(=O)O2)cc1OC returned NPYLR7 ag -10, mcGAS lum -6 and hcGAS lum -2.
For CC(C)(C)c1cc(C=NNc2cn[nH]c(=O)c2Br)cc(C(C)(C)C)c1O the results were NPYLR7 ag 8, mcGAS lum -5 and hcGAS lum -4.

Some of these compounds in order of number of heavy atoms, rising:
C(Cc1nc(C2CCOC2)no1)CN1CCOCC1 (stereo not given) was read as mcGAS lum -6 and hcGAS lum -11.
C=CCCC(O)CN(CCCOC)Cc1cccn1C (stereo not given) was read as NPYLR7 ag -8, mcGAS lum 4 and hcGAS lum 2.
Screening Cn1ccsc1=NC(=O)C1CCCN1C(=O)OC(C)(C)C (stereo not given) returned NPYLR7 ag -5 and hcGAS lum 2.
COc1ccc(C(=O)Nc2noc3ncccc23)cc1OC was read as NPYLR7 ag -3, mcGAS lum -7 and hcGAS lum -4.
For CC(C)(C)c1cc(C=NNc2cn[nH]c(=O)c2Br)cc(C(C)(C)C)c1O the results were NPYLR7 ag 8, mcGAS lum -5 and hcGAS lum -4.
Cc1ccc(-c2[nH]ncc2CN(C)Cc2nc3ccc(F)cc3[nH]2)cc1C was read as NPYLR7 ag 10&-5 and hcGAS lum -1&-2.
Screening CN(Cc1ccccc1)C1CCCN(C(=O)Cn2cnc3ccccc3c2=O)C1 (stereo not given) returned NPYLR7 ag 6&-1 and hcGAS lum -8&-9.

The main list resumes, repeating the two entries before the break.
Screening COc1ccc(C2=N/C(=C\c3coc4ccc(Cl)cc4c3=O)C(=O)O2)cc1OC returned NPYLR7 ag -10, mcGAS lum -6 and hcGAS lum -2.
For CC(C)(C)c1cc(C=NNc2cn[nH]c(=O)c2Br)cc(C(C)(C)C)c1O the results were NPYLR7 ag 8, mcGAS lum -5 and hcGAS lum -4.
Screening COc1ccc2c(c1OC)C(=O)N(c1ccc(I)cc1)C2 returned NPYLR7 ag 2 and hcGAS lum -7.
For Cc1ccc2[nH]c(=O)cc(C(=O)NCCNc3cccnc3)c2c1 the results were NPYLR7 ag 5 and hcGAS lum 2.
Screening CCn1c(N)c(Br)c(=O)[nH]c1=O returned NPYLR7 ag 2 and hcGAS lum -2.
`CCCCN1C(c2cccc(C)c2)=NS(=O)(=O)c2cc([N+](=O)[O-])ccc21` gave NPYLR7 ag 17 and hcGAS lum -7.
For O=C(OCc1cc(=O)n2ccsc2n1)c1cc2c(s1)CCCC2 the results were NPYLR7 ag -1 and hcGAS lum -4.
For Cc1cc(C)c(NC(=O)CSc2nncn2C)c(C)c1 the results were NPYLR7 ag 3 and hcGAS lum -7.
`Cc1cc(Br)c(NC(=O)CN(C)Cc2nc3ccccc3s2)c(Br)c1` gave NPYLR7 ag 3 and hcGAS lum -2.
For CCCCCCn1c(=O)c2c(nc3n2CC(C)CN3c2ccccc2)n(C)c1=O (stereo not given) the results were NPYLR7 ag 8, mcGAS lum -6 and hcGAS lum -6.
C=CCCC(=O)N1CCC(n2nc(C(=O)OCC)cc2C(C)(C)C)CC1 was read as NPYLR7 ag 7, mcGAS lum 0 and hcGAS lum 3.
`COc1cccc(N2C(=O)NC(=O)/C(=C\c3ccco3)C2=O)c1` gave NPYLR7 ag 0, mcGAS lum 0 and hcGAS lum 3.
CCOCCCNC(=O)c1cc(NC(=O)c2ccc(Cl)cc2)ccc1N1CCC(Cc2ccccc2)CC1 was read as NPYLR7 ag 17, mcGAS lum -7 and hcGAS lum -8.
Screening Cn1nnc2c(=O)n(Cc3c(F)cccc3Cl)cnc21 returned NPYLR7 ag 3 and hcGAS lum -6.
Screening COc1ccc(-c2nc(N3CCOCC3)c3ccc(Cl)cc3n2)cc1 returned mcGAS lum -2 and hcGAS lum -2.
Screening O=C1C(=Cc2nc3n(c2O)CCCCC3)C=Cc2ccccc21 returned NPYLR7 ag 4 and hcGAS lum -9.
For CCOC(=O)C1(CCCc2ccccc2)CCN(C2CCOCC2)CC1 the results were NPYLR7 ag 2 and hcGAS lum -9.
Cc1ccc(C)n1C1CCN(c2cc(Cl)nc(N)n2)CC1 was read as NPYLR7 ag 2 and hcGAS lum -1.
